# Source: PubChem BioAssay (several laboratories)
# NR2F2 inh – blocks human COUP-TFII nuclear receptor; AID 686940; 370,000 tested, 0.7% active; HEK293T NGFI-A luciferase reporter, luminescence; P24468; inhibition, % at 8.6 µM;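 active = inhibition above a per-plate cutoff, mean inhibition of test wells between control levels plus 3 SD, cut at about 38% in these data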;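 also: cells cotransfected with COUP-TFII expression vector driving the NGFI-A reporter; 0% = median of COUP-TF2 test wells and 100% = reporter-only cells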
# LMP1 NFkB inh – Epstein-Barr LMP1 NF-kappaB reporter inhibition; inhibition, % at 12.5 µM; LMP1-induced NF-kappaB luciferase reporter cells, luminescence; 350,000 tested, 0.69% active; in the data active = inhibition above about 41%;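 also: 0% = neutral control wells and 100% = reference inhibitor control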
# TWEAK-Fn14 inh – inhibitors of TWEAK-Fn14 interaction signaling | TWEAK-stimulated Fn14 reporter cells, luciferase luminescence, 8 h | inhibition, % at 10 µM | 360,000 tested, 2% active; in the data active = inhibition above about 50%
# NCOA1 inh – inhibits human SRC1 coactivator. Q15788. HEK293 GAL4-SRC1 luciferase reporter, luminescence. inhibition, % at 3.6 µM. 360,000 tested, 0.12% active. AID 588354;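 active = inhibition above the campaign mean plus 3 SD, with each screening campaign given its own cutoff, cut at about 60% in these data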;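 also: 0% = DMSO treated cells and 100% = gossypol at 36 µM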
# TLR9-MyD88 block – blocks human TLR9 binding to MyD88; AID 504734; 340,000 tested, 0.21% active; inhibition, % at 4.98 µM; Q9NR96+Q99836; CHO BLA complementation TLR9-MyD88, CCF4 FRET ratio;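 active = inhibition above the mean over all tested compounds plus 3 SD, cut at about 21% in these data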;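 also: 0% = DMSO only wells and 100% = clavulanate BLA inhibitor control wells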
# NOD2 RIPK2 PPI – NOD2-RIPK2 protein interaction inhibition. O43353. CHO BLA complementation NOD2-RIPK2, CCF4 ratio. inhibition, % at 4.98 µM. 360,000 tested, 0.38% active. AID 624267; in the data active = inhibition above about 21%;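 also: 0% = vehicle only and 100% = reference blocker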
# Target sequence (O43353 whole entry, looked up): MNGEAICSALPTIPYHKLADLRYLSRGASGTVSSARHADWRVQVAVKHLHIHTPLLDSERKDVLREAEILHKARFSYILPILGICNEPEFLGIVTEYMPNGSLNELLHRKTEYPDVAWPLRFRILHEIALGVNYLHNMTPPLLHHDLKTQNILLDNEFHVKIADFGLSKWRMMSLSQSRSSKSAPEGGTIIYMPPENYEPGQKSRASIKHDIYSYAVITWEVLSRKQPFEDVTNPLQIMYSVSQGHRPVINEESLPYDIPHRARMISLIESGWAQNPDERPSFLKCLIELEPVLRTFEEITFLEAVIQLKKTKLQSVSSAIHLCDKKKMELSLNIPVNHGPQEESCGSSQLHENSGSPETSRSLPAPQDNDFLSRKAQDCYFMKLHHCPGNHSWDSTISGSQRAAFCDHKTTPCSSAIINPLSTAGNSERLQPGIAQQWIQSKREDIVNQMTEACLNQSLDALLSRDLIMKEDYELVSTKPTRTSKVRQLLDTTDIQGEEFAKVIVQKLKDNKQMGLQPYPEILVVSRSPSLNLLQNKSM
# TROY signal inh – inhibitors of TROY-dependent NF-kB signaling; Q293 LMP1-TROYcd NF-kB luciferase reporter, 4 h; inhibition, % at 10 µM; 360,000 tested, 0.98% active;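 active = compounds whose plate-normalised and pattern-corrected inhibition of the luciferase reporter signal at the single screening dose is 50% or more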
# SRC3 inh – inhibits human SRC3 coactivator | Q9Y6Q9 | HEK293 GAL4-SRC3 luciferase reporter, luminescence | inhibition, % at 3.6 µM | 360,000 tested, 0.17% active | AID 588352;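 active = inhibition above a per-campaign cutoff, the mean of all compounds plus 3 SD, cut at about 60% in these data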;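 also: 0% = DMSO-treated cells and 100% = gossypol-treated cells at 36 µM; higher means less SRC3-driven luciferase light from the GAL4 reporter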
# C8 TRAIL sens – caspase-8 TRAIL sensitization | NB7+C8 cells + TRAIL, ATPlite viability luminescence | inhibition (viability loss, TRAIL sensitization), % at 10 µM | 360,000 tested, 1% active | AID 624354;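 active = compounds causing at least 50% loss of cell viability in the single-dose screen, relative to plate controls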
# NCOA2 inhibitor – human SRC2 (NCOA2) inhibition | Q15596 | HEK293 GAL4-SRC2 luciferase reporter, luminescence | inhibition, % at 9 µM | 370,000 tested, 0.17% active;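 active = inhibition above the mean inhibition of all tested compounds plus 3 SD, set per campaign, cut at about 52% in these data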;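 also: 0% = DMSO treated cells and 100% = cells given Gossypol at 36 µM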
# LRH-1 inv ag – suppresses constitutive activity of human LRH-1. HEK293T StAR-luciferase reporter, LRH-1 transfected, 24 h. 360,000 tested, 0.13% active. inhibition, % at 3.6 µM;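 active = inhibition above the mean inhibition of all tested compounds plus 3 SD, cut at about 73% in these data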;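 also: 0% = DMSO wells and 100% = reporter-only cells lacking LRH-1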
# Target sequence (O00482 whole entry, looked up): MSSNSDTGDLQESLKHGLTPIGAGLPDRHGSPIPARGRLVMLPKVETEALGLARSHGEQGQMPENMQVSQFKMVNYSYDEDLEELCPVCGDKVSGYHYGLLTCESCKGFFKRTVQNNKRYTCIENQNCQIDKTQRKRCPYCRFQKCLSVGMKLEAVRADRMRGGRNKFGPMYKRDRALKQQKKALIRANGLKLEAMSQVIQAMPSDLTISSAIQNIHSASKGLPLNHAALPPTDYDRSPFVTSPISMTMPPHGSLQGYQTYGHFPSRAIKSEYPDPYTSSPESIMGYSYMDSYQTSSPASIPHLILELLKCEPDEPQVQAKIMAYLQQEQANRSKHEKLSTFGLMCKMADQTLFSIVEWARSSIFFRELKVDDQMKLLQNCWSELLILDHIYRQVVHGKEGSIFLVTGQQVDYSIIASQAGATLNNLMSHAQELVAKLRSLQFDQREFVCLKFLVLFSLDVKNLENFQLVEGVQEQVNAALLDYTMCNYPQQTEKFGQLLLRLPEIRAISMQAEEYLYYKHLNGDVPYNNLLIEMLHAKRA
# Numbers without * were called inactive; / = no result given; & = joins results of further samples. These rows are one share of the data. The share of hits here may be higher or lower than overall.
nr	canonical_smiles	NOD2 RIPK2 PPI	LRH-1 inv ag	TLR9-MyD88 block	SRC3 inh	NCOA1 inh	NCOA2 inhibitor	TROY signal inh	LMP1 NFkB inh	TWEAK-Fn14 inh	NR2F2 inh	C8 TRAIL sens
1	CC1(C(=O)NC2CCCC2)CCC(=O)N1Cc1ccccc1 (centres undefined)	1.4	26.9	5.8	8.4	17.4	3.1	5.6	-17.6	-20.2	11.2	-2.2
2	NC(=O)c1nsc(C(=O)N(c2ccc3c(c2)OCCO3)C(C(=O)NCC2CCCO2)c2ccc(F)cc2)c1N (centres undefined)	-5.4	0.1	-7.4	-6.0	-3.7	5.6	2.5	5.3	46.3	12.9	13.2
3	CC(C(=O)NCC1CCCO1)N1C(=O)C2C3CC(C(Br)C3Br)C2C1=O (centres undefined)	0.4	15.9	-15.3	7.4	-1.6	-3.4	-7.0	-1.4	-9.3	-10.4	-0.5
4	O=C(CC(NS(=O)(=O)c1ccc(Cl)cc1)c1ccco1)NC1CCCC1 (centres undefined)	0.3	1.0	8.5	6.6	-6.4	/	0.2	-10.7	15.7	/	0.7
5	C/C(=C\C(=O)c1ccc(Br)cc1)Nc1cccc(Cl)c1	4.0	-5.8	-3.0	11.0	-7.7	-5.8	-16.0	1.4	-4.1	12.5	16.3
6	CCCOC(=O)/C(C(N)=NCc1ccccc1)=C(\O)OCCC	3.3	-16.9	5.4	16.1	-0.3	-3.9	8.3	-3.6	7.2	4.2	-6.2
7	Cc1cnc(C(=O)OCC(=O)c2ccc[nH]2)cn1	-4.2	-14.3	1.2	0.8	-7.4	-6.9	-14.9	-23.1	-12.2	-5.1	12.8
8	COc1ccc(-c2nc(S(=O)(=O)c3ccccc3)c(NCCCN3CCOCC3)o2)cc1	5.5	-1.7	-11.4	6.7	-7.1	-3.8	2.0	-2.1	-6.1	0.9	-3.8
9	CNc1cc(NS(=O)(=O)c2ccc(N)cc2)nc(NC)n1	-7.3	4.3	-4.1	-9.0	0.6	3.9	7.7	-5.0	-13.9	-1.2	1.8
10	CCN(CC)CCn1c2ccccc2c2nc3ccccc3nc21	4.5	-47.7	2.6	-41.0	-37.2	-199.9	-53.0	-43.1	-28.3	-35.1	10.1
11	CCc1ccc(NC(=O)c2cc(-c3ccc4c(c3)OCO4)on2)cc1	-4.4	9.0	7.0	-3.2	-1.9	6.0	5.2	-2.8	-7.5	-5.5	13.9
12	Cc1ccccc1-c1nnc(SCC(=O)NC2CCCC2)n1C	3.4	8.0	-0.2	-12.2	-7.7	-13.9	-1.9	5.2	-8.0	-4.4	-2.2
13	CCn1cc(C(C)(C)C)c(C#N)c1NC(C)=O	0.5	11.1	-1.5	-8.2	-10.3	4.8	12.5	-1.5	-0.2	-11.5	6.9
14	COc1ccc(NC(=O)Nc2cccc3c2O[C@H](CN(C)S(=O)(=O)c2ccccc2)[C@@H](C)CN([C@H](C)CO)C3=O)cc1	4.0	-2.7	-0.2	-0.5	8.2	1.0	9.6	6.2	5.3	1.3	-5.4
15	O=C1COc2ccc(S(=O)(=O)N3CCN(c4cccc(C(F)(F)F)c4)CC3)cc2N1	2.0	10.4	9.1	-3.6	-11.8	-22.3	-9.6	-20.3	4.2	11.4	-18.1
16	O=C(O)c1n[nH]c2ccccc12	3.0	-7.3	3.7	-3.3	-7.4	5.4	-1.4	-2.0	-9.7	13.4	-12.0
17	C[C@@H](NC(=O)[C@@H]1CCCN1C(=O)[C@@H]1CCCN1)c1ccccc1	-9.7	-11.0	/	/	/	0.2	-5.3	/	4.1	-13.1	12.8
18	Cc1ccc(NC(=O)c2ccco2)c(NC(=O)C2CCCO2)c1 (centres undefined)	2.1	-2.8	0.9	-4.1	7.9	-36.8	6.7	0.8	-6.2	3.5	-3.8
19	CCN1CCN(C(=O)c2ccccc2Nc2ccc(SC(F)F)cc2)CC1	-2.7	10.2	8.8	7.0	-8.2	19.0	-25.6	7.3	-0.9	14.9	-5.3
20	O=C1CC(N2CCN(c3ccc(F)cc3)CC2)C(=O)N1c1ccc(F)cc1 (centres undefined)	-4.3	-11.2	7.8	1.0	4.7	-46.4	-3.0	0.3	1.6	15.0	-3.5
21	O=C(COC(=O)CC1CC2CCC1C2)NCc1ccc(F)cc1 (centres undefined)	8.8	5.8	-0.3	-6.5	-8.8	-19.1	-10.0	12.9	4.8	-8.0	-0.9
22	Cc1ccc(N(CC(O)CN2CCCCC2)S(=O)(=O)c2ccccc2[N+](=O)[O-])cc1 (centres undefined)	-5.7	-19.7	-18.3	12.5	-1.4	15.2	9.9	-4.3	4.6	-28.6	1.0
23	C#CCOCCOCCOCCNc1nc(N2CCN(C(=O)[C@H](CCC(=O)O)n3cc([C@@H](N)CO)nn3)CC2)nc(N2CCN(C(=O)[C@H](CCC(=O)O)n3cc([C@@H](N)CCSC)nn3)CC2)n1	9.0	8.2	-5.0	-16.6	6.3	-8.1	5.5	3.8	5.6	-15.6	5.4
24	COc1ccc2[nH]c3c(c2c1)CCN1C(=O)C(CC(=O)NC(C)(C)C)C[C@H](C(=O)N(C(C)C)C(C)C)[C@@]31C (some centres undefined)	-14.1	14.2	-6.0	3.1	-5.8	2.2	-4.5	-8.0	19.3	8.0	-8.0
25	CN(C)C(=O)C1CCC(=O)N1Cc1cccs1 (centres undefined)	-2.8	5.3	4.1	11.3	0.6	6.5	-14.0	-3.2	-7.5	-10.5	-1.6
26	Cn1ncc([N+](=O)[O-])c1C(=O)Nc1nccs1	-2.4	6.4	-11.4	0.3	-47.8	-2.3	9.2	-22.1	2.7	-4.9	-4.4
27	CCc1ccc(/C=C2/SC(=S)N(CCC(=O)Nc3cccc(C(=O)O)c3)C2=O)cc1	12.3	-2.6	-2.9	6.1	-10.5	-5.8	-56.0	-19.9	-29.7	10.1	11.8
28	O=NN(CC(=O)NNc1ccccc1)CC(=O)NNc1ccccc1	-2.4	47.1	/	43.2	25.4	-8.2	11.1	/	17.6	-1.7	0.2
29	CCOC(=O)NC(=O)c1cn(Nc2ccccc2)c(=O)[nH]c1=O	-0.6	1.0	-3.4	14.6	12.6	-6.1	-7.0	1.0	16.3	2.8	-2.1
30	Cc1ccc(-c2nnc(C)c(N3CC(C)OC(C)C3)n2)cc1 (centres undefined)	3.2	-2.4	-0.2	-3.4	-14.2	9.8	-9.0	3.3	-5.7	8.7	-2.2
31	Cc1ccc(NS(=O)(=O)c2ccc(C(=O)OCC(=O)Nc3cc(C)on3)cc2)cc1	-7.0	-20.1	-4.1	10.8	-17.4	-3.0	12.7	-4.8	20.6	-2.7	-0.4
32	O=C(Nc1ccc(Oc2ccccc2)cc1)c1ccc2sc([C@H]3C[C@H](O)[C@@H](CO)O3)nc2c1	-12.5	37.9	/	5.4	32.1	28.2	51.7*	/	95.4*	73.8*	42.5
33	COc1cc(OC)cc(C(=O)NCC(=O)N2CCCCC2)c1	-5.5	17.1	1.9	-5.7	-20.6	-23.6	-19.0	26.0	10.1	-1.7	-6.8
34	O=C(NNS(=O)(=O)c1ccc(Cl)cc1)c1cccc(S(=O)(=O)N2CCOCC2)c1	0.5	-14.2	3.2	6.3	4.2	10.2	-0.2	1.1	-1.5	3.3	8.4
35	Cc1ccc(N2CC(C(=O)N3CCC(C(=O)Nc4nncs4)CC3)CC2=O)cc1 (centres undefined)	0.8	1.2	5.5	-6.6	5.6	-5.7	3.2	-5.2	-4.0	-0.6	-3.8
36	COc1ccc(Cl)c2sc(N(CCN(C)C)C(=O)CCS(=O)(=O)c3ccc(C)cc3)nc12	-8.5	-12.4	-7.0	17.9	0.3	-3.9	-51.0	-7.8	-2.6	7.6	20.4
37	CCC(C)(C)n1nnnc1C(c1ccc(C)cc1)N(Cc1ccco1)Cc1cccs1 (centres undefined)	-9.0	25.7	2.9	5.2	7.8	-4.2	4.7	1.0	-9.5	10.5	24.5
38	O=C(COC(=O)CCSc1ccccc1)NCc1ccccc1Cl	6.8	-14.5	1.4	11.5	-23.4	-3.2	-43.2	-0.6	-23.0	3.3	3.3
39	CCc1cc(C(=O)OC)c(NC(=O)CCC(=O)O)s1	-3.8	-7.7	-4.7	-4.0	4.2	-3.3	-24.5	-0.8	15.1	-6.1	6.4
40	O=C(NC1CCS(=O)(=O)C1)c1ccccc1Cl (centres undefined)	-0.4	4.2	2.1	-6.5	-9.6	-5.5	-8.1	-3.0	3.3	-13.1	3.5
41	CN(C)CCNCCCNc1c2ccccc2nc2cccc([N+](=O)[O-])c12	-4.6	6.0	-6.5	-14.9	0.6	-14.2	-22.1	-5.8	-25.8	-1.1	61.1*
42	CSc1ccccc1NC(=O)CN(C)CC(=O)Nc1ccccc1N1CCOCC1	-5.1	-3.3	-1.2	-2.0	-10.8	-2.2	2.0	-0.7	26.5	16.6	3.4
43	Cc1ccc(NC(=O)CCc2c(C)nn(-c3ccc(N4CCOCC4)nn3)c2C)c(C)c1	1.8	-5.3	-5.2	-3.4	8.7	-11.2	9.4	1.9	23.2	5.5	-7.8
44	COc1ccc(N(CC(=O)NCc2ccccc2C)S(=O)(=O)c2ccc(C)cc2)cc1OC	-11.3	10.2	2.5	-0.8	16.3	-2.2	-8.4	-2.8	4.7	8.3	32.6
45	CCc1ccc(OCc2nnc(NC(=O)c3cccs3)s2)cc1	-2.5	-3.5	6.4	-8.8	1.2	-4.7	-10.8	3.3	2.7	0.3	-3.7
46	Cc1noc(C)c1C(=O)N1CCN(S(=O)(=O)c2ccc(F)cc2)CC1	-11.0	17.6	2.0	5.0	8.0	2.0	9.0	-2.8	-25.2	-13.1	0.1
47	CC1Cc2cc(/C(O)=C3/C(=O)C(=O)N(CC4CCCO4)C3c3ccco3)ccc2O1 (centres undefined)	3.1	-17.3	2.7	12.2	-13.0	-18.4	41.6	-2.3	44.2	12.8	-11.9
48	CN(C)c1ccc(C(=O)N/N=C/c2ccccn2)cc1	-5.3	-65.1	-9.4	-79.1	-69.3	-42.4	-32.1	-11.6	7.5	-46.0	32.7
49	Cn1c(=NC(=O)CN2C(=O)C3CC=CCC3C2=O)sc2ccccc21 (centres undefined)	-7.3&1.0	0.4&4.3	-18.7&-7.6	-9.6&-33.8	-20.8&-12.7	-29.0&-18.3	-5.3&-15.8	-8.8&-4.5	5.1&-1.8	-11.1&-11.8	-4.9&-10.5
50	Cc1cccc(OCCSc2cc(C)nc(N)n2)c1	0.9	-27.9	6.2	-0.8	-108.8	3.8	-19.1	3.7	-24.6	-11.2	0.0
51	O=C1Nc2cc(C(=O)NCCCN3CCCC3)ccc2S/C1=C/c1ccccc1F	-16.8	1.7	-2.9	17.1	-3.6	-6.9	-25.4	-12.1	13.8	15.1	5.9
52	O=C(COC(=O)[C@@H]1CC(O)CN1S(=O)(=O)c1ccccc1[N+](=O)[O-])c1ccccc1 (some centres undefined)	-4.3	12.9	-1.4	-7.5	-0.5	9.6	-0.4	-3.4	-13.8	9.6	0.5
